Compound activity as filed in PubChem.
PRMT1 inh: PRMT1 (human) inhibition, primary screen; inhibition, % at 2.79 µM; hit rate 1.3% among 370,000; recombinant PRMT1, activity-based probe fluorescence polarization;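 active = inhibition above about 21% made by adding two undisclosed values, limit read from the data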
Target sequence (Q99873 whole entry, looked up): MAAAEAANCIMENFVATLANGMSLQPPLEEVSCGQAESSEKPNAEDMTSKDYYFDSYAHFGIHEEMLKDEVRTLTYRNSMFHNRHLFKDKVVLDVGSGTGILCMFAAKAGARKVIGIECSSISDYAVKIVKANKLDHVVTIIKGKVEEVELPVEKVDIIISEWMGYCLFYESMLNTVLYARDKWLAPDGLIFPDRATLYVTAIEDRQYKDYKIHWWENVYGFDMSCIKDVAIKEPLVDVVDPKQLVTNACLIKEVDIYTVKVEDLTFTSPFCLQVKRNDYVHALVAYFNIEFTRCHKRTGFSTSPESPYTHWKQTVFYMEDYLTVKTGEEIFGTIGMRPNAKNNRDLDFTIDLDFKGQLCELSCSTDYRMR
mABHD4 FP: ABHD4 (mouse) inhibition, primary FP screen. Q8VD66. purified mABHD4, FP-Rh probe fluorescence polarization. inhibition, % at 8.92 µM. hit rate 0.54% among 370,000;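 active = inhibition exceeding the mean over every tested compound plus 3 SD, cut at about 30% in these data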;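 note: 0% = plate median of compound wells and 100% = S159A mutant with DMSO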
Target sequence (Q8VD66 whole entry, looked up): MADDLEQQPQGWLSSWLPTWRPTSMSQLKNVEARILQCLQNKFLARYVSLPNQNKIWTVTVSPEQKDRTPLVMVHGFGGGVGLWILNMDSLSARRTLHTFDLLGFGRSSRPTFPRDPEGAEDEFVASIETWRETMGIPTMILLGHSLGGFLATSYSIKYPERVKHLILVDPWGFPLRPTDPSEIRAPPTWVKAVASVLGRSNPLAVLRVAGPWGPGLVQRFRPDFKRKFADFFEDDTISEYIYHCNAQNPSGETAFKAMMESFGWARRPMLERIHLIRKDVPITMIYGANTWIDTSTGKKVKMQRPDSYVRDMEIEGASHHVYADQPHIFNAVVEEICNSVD
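assay system = mABHD4 protein | compound dosing = single nominal dose of 8.92 µM, 0.89% DMSO final | read-out basis = percent inhibition of probe binding, normalized to plate controls | schedule = Enzyme–compound pre-incubation 45 min, then probe 60 min, both 25 °C | detection = fluorescence polarization, excitation 525 nm, emission 598 nm, BODIPY TMR filters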
rCAG RNA binder: r(CAG) repeat RNA binding; TO-PRO-1 dye displacement fluorescence; inhibition, % at 3 µM; hit rate 1.3% among 370,000;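 active = inhibition above the plate cutoff, the mean of all test compounds on that plate plus 3 SD, cut at about 35% in these data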;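 note: 0% = DMSO alone and 100% = 100 µM mitoxantrone as full dye displacement; higher means more dye released from RNA so lower well fluorescence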
HTRA1 inhibitor: HTRA1 (human) protease inhibition. Q92743. recombinant HTRA1, FP-rhodamine activity-based probe, fluorescence polarization. inhibition, % at 5.96 µM. hit rate 0.5% among 340,000. AID 504803; in the data active = inhibition above about 36%;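 note: 0% = enzyme with DMSO and 100% = wells lacking enzyme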
PG9 binder: small molecules binding HIV-1 gp120 antibody PG9. TR-FRET gp120-PG9 antibody binding. inhibition, % at 6.7 µM. hit rate 0.43% among 360,000. AID 624416; in the data active = inhibition above about 8.5%
LEDGF integ inh: blocks HIV-1 LEDGF/p75-dependent DNA integration; TR-FRET IN-LEDGF/p75 DNA integration, Eu/Cy5; inhibition, % at 3.7 µM; hit rate 0.64% among 370,000;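 active = inhibition above the screen-wide mean plus 3 SD, cut at about 13% in these data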;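 note: signal is the Cy5 over europium emission ratio at 671 and 618 nm; 0% = plate median of compound wells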
TDP2 absorb: blocks human TDP2 phosphodiesterase activity; recombinant TDP2, T5PNP hydrolysis, p-nitrophenol absorbance 415 nm; inhibition, % at 12.8 µM; hit rate 0.34% among 370,000;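 active = inhibition above the mean of all tested compounds plus 3 SD, set per campaign, cut at about 25% in these data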;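 note: 0% = DMSO with enzyme and 100% = buffer with substrate but no TDP2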
Target sequence (O95551 whole entry, looked up): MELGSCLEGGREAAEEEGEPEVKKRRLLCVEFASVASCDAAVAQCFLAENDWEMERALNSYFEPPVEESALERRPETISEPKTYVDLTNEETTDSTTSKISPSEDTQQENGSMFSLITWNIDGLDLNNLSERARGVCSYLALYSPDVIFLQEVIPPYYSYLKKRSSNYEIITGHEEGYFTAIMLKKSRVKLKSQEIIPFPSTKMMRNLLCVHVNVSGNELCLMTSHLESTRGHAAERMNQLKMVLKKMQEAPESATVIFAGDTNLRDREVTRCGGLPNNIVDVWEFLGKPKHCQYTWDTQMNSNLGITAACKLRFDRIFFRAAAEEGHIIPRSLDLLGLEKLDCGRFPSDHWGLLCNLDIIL
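test system = human TDP2 enzyme | input = TDP2 enzyme at 120 nM final | medium = 50 mM Tris-HCl pH 7.5 with Mg2+, KCl, DTT, BSA | also added = T5PNP substrate, 5 mM | times = 2 h at 37 °C | technique = epi absorbance | benchmarks = high control without enzyme, low control DMSO plus TDP2 | replication = each compound tested once, singlicate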
TCR CD3 inh: human TCR-CD3 binding inhibition. TAMRA-labeled TCR probe fluorescence, biochemical. hit rate 0.37% among 360,000. inhibition, % at 9.4 µM; in the data active = inhibition above about 19%;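 note: recombinant mutant TCR 2C K166C tagged with TAMRA read by polarization; 0% = receptor in buffer alone and 100% = receptor with positive control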
SIAE inh: blocks human sialic acid acetylesterase | hit rate 0.69% among 370,000 | SIAE FP-Rh probe binding, fluorescence polarization | inhibition, % at 9.66 µM;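 active = inhibition above a cutoff: mean of compounds within the control limits plus 3 SD of those, cut at about 17% in these data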;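 note: 0% = plate median of compound wells and 100% = probe without SIAE protein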
NR1D1 modulator: modulates human Rev-erb alpha binding to DNA. AID 1259318. activity, % at 10 µM. hit rate 0.79% among 370,000. P20393. Rev-erbα–FITC-DNA binding, fluorescence polarization, 90 min;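 active = activity above about 14%, limit read from the data; passing the limit was not always enough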;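 note: 0% = DMSO wells with 35 nM protein and 100% = DMSO wells with 750 nM protein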
* marks the source's active call; other numbers are inactive results; x = not tested or not shown. Not all compounds are listed. The share of hits here may be higher or lower than overall.

Start of the data: the first 4 entries (preview)
SMILES	PRMT1 inh	mABHD4 FP	rCAG RNA binder	HTRA1 inhibitor	PG9 binder	LEDGF integ inh	TDP2 absorb	TCR CD3 inh	SIAE inh	NR1D1 modulator
CNC(=O)Nc1ccccc1C(=O)NCc1ccccc1	-2	-2	-1	3	-0.3	1	-1	0	4	-2
CNS(=O)(=O)c1cccc(C(=O)Nc2cccc(Cl)c2)c1	-1	-3	0	-9	0.2	1	4	1	-3	5
CN(c1cccnc1)c1ccc(NC(=O)Cc2c[nH]c3ccccc23)cc1-c1cccnc1F	2	17	12	x	0.5	-1	-3	9	11	-2
CSc1ccccc1NC(=O)COC(=O)Cn1cc(C(F)(F)F)ccc1=O	0	0	2	-8	0.5	-4	6	2	-4	-7

The whole of this part, previewed entries included:
SMILES	PRMT1 inh	mABHD4 FP	rCAG RNA binder	HTRA1 inhibitor	PG9 binder	LEDGF integ inh	TDP2 absorb	TCR CD3 inh	SIAE inh	NR1D1 modulator
CNC(=O)Nc1ccccc1C(=O)NCc1ccccc1	-2	-2	-1	3	-0.3	1	-1	0	4	-2
CNS(=O)(=O)c1cccc(C(=O)Nc2cccc(Cl)c2)c1	-1	-3	0	-9	0.2	1	4	1	-3	5
CN(c1cccnc1)c1ccc(NC(=O)Cc2c[nH]c3ccccc23)cc1-c1cccnc1F	2	17	12	x	0.5	-1	-3	9	11	-2
CSc1ccccc1NC(=O)COC(=O)Cn1cc(C(F)(F)F)ccc1=O	0	0	2	-8	0.5	-4	6	2	-4	-7
CC(C)(C)C(=O)NC(=S)Nc1ccc(Cl)c(C(=O)O)c1	6	-10	3	1	-0.8	3	-7	-5	-2	-1
O=C(c1cccs1)N1CCN(S(=O)(=O)c2ccc(F)cc2)CC1	1	2	-3	x	-2.8	1	0	2	2	0
COc1ccc(S(=O)(=O)N2CCOC2CNC(=O)C(=O)NCCc2ccc(OC)c(OC)c2)cc1C (stereo unspecified)	0	3	4	-6	-2.1	-1	6	4	3	1
Cc1ccc(C)c(SCC(=O)NC(=O)Nc2ccc3c(c2)OCCO3)c1	0	-6	3	-12	-1.3	-1	-3	-5	-3	6
CC(C)(C)NC(=O)CN(C(=O)C1CSC(=O)C1)c1ccc2c(c1)OCCO2 (stereo unspecified)	-1	1	3	-1	-0.4	-3	8	4	3	4
CC1CN(C(=O)c2cc(COc3c(F)cccc3F)on2)CCN1C (stereo unspecified)	3	2	0	-7	-2.2	0	23	1	4	0
COc1ccc(OCc2nnc(SCC(N)=O)n2N)cc1	-1	4	0	5	-0.2	1	-7	9	-1	8
CS(=O)(=O)N(CC(=O)O)c1ccc2c(c1)OCO2	0	3	-1	1	-1.7	-2	4	4	2	2
CCOc1ccc(-n2c(SCC(N)=O)nc3sc4c(c3c2=O)CCN(C)C4)cc1	-5	-1	2	-5	-0.3	5	7	1	6	1
Oc1ccccc1C=NNC(=S)NN=Cc1ccccc1O	3	28	27	32	-2.9	2	7	18	42*	1
CCN(CC)c1ccc(C2C3CCCCC3(O)CCN2CC(=O)N2CCCCC2)cc1 (stereo unspecified)	3	1	-11	0	0.4	2	-3	4	4	3
O=C(Nc1ncnc2sc3c(c12)CCCCC3)c1ccc(F)cc1	2	-1	-2	-7	0.7	-1	15	-6	-7	-1
COc1ccc(C(c2nnnn2C2CCCCC2)N2CCN(C)CC2)c(OC)c1 (stereo unspecified)	-3	-3	-8	1	-1.2	-2	8	6	0	3
C/C(=N\NC(=O)c1c(C)nc2ccccn12)c1cccc([N+](=O)[O-])c1	0	6	0	11	-0.4	3	-2	8	-5	0
O=C(NCC(c1ccccc1)c1ccccc1)[C@H](Cc1c[nH]c2ccccc12)NC1(C(=O)NC2CCCCC2)CCCC1	3	-2	x	x	x	-1	2	x	4	-7
FC(F)(F)c1cccc(Cn2ccc3ccc(-c4ccc5ccn(Cc6ccccc6)c5c4)cc32)c1	0	2	11	x	x	3	-4	x	-5	-10
COc1cc(NC(=O)c2cnn3c(C)cc(C)nc23)cc(OC)c1OC	4	5	x	x	x	6	-5	x	-1	2
O=C(Nc1cccc(Cl)c1)Nc1ccccc1C(=O)NCc1ccco1	0	-24	4	-79	-0.2	4	-9	8	-18	2
Cc1ccc(S(=O)(=O)CCC(=O)OCc2nnc(-c3ccccc3Br)o2)cc1	0	-6	5	-2	0.3	0	9	2	-2	-1
CCNC(=O)Nn1c(C)nnc1C	0	-2	0	0	-2.0	-1	-9	-10	0	2
CCOc1ccc(NC(=O)CCN2CCN(c3ccccc3F)CC2)cc1	-3	-2	-8	-2	1.4	-1	2	4	-7	5
CC(=O)Oc1ccc(C(=O)Nc2cccc(C(=O)c3ccc(C)c(C)c3)c2)cc1	0	-71	4	-7	-0.3	5	-20	1	-80	3
CCOC(=O)[C@]12CCC=C1N(CCC1=CCCCC1)C(=O)[C@H](CC(=O)NCc1cccs1)C2	3	4	6	x	2.0	-3	-4	1	0	-5
COCCN1Cc2cccc(C(=O)NCc3ccccc3OC)c2C1=O	-2	2	-6	7	0.0	0	-2	10	2	2
COc1cc(C)c(Cl)cc1S(=O)(=O)n1ccnc1	1	-2	-3	0	-1.7	-4	4	-2	-7	5
CCC(C)c1ccccc1N1CC(C(=O)Nc2ccc(N3CCOCC3)cc2)CC1=O (stereo unspecified)	-2	-7	0	-1	-0.6	-1	0	3	6	-6
COc1ccc(/C=N/NC(=O)c2cccnc2)cc1CSc1nc2ccccc2s1	-2	-115	6	-113	-1.4	4	-3	-5	-126	-2
CC(=O)Nc1c(C)cc(OCC(=O)O)cc1C	0	0	6	2	-0.3	-2	20	-1	0	-4
CN(Cc1ccccc1)C(=O)CSc1nc2ccccc2c(=O)n1Cc1ccco1	6	-6	-2	-29	-1.6	2	3	-2	3	-4
COc1ccc2ccccc2c1CNC(C)CCc1ccccc1 (stereo unspecified)	2	3	13	0	-1.4	-1	0	3	-4	-1
Cc1ccccc1C(=O)N1CCC(C(=O)Nc2ccc3c(c2)OCCO3)CC1	0	-4	-8	-1	-0.3	-3	0	9	-2	3
COCCCn1c(C(=O)Nc2ccc3c(c2)OCO3)cc2c(=O)n3cccc(C)c3nc21	0	3	9	3	0.2	0	4	7	0	-22
COC(=O)[C@]12C[C@H](CC(=O)N3CCSCC3)C(=O)N(Cc3ccc4c(c3)OCO4)C1=C[C@H](C(C)C)O[C@@H]2C1CC1	2	-1	4	x	x	-4	-1	x	0	8
CCOC(=O)c1c(C)c(C(=O)NCC2CCCO2)c(C)n1C (stereo unspecified)	0	-1	4	2	-1.4	1	-10	3	-3	0
O=C(COC(=O)c1ccc(F)cc1Cl)Nc1cccc(S(=O)(=O)N2CCOCC2)c1	-4	-5	8	-8	-0.4	4	-4	6	-1	1
Cc1ccc2occ(/C=N/NC(=O)c3ccncc3)c(=O)c2c1	-1	3	-1	0	-1.0	5	7	7	3	-2
COc1ccc(C)cc1-n1nnnc1SCC(=O)NNC(=O)c1ccc([N+](=O)[O-])cc1	0	5	8	5	-0.2	-2	-6	-7	-3	-1
COC(=O)C1=C(N)Oc2cc(C)n(C)c(=O)c2C1c1ccc(Cl)c(Cl)c1 (stereo unspecified)	-1	-12	-1	-2	1.6	0	4	4	-1	7
CC1(c2cccc(Br)c2)NC(=O)N(CC(=O)N2CCN(C(=O)c3ccco3)CC2)C1=O (stereo unspecified)	0	2	5	2	0.1	2	-1	4	2	0
NS(=O)(=O)c1ccc(CCNC(=O)CN2C(=O)NC(c3ccccc3)(c3ccccc3)C2=O)cc1	-4	49*	6	0	0.8	4	-2	-2	-2	-6
CCOC(=O)C1CCCN(C(=O)C2CCN(S(=O)(=O)CC)CC2)C1 (stereo unspecified)	-2	2	-3	2	-0.2	2	3	-4	0	0
CC(C)c1nnc(SCC(=O)NCc2ccco2)n1C	8	0	0	0	0.2	5	6	-6	0	-3
Cc1ccc(/C=N\NC(=O)C2CC(=O)N(c3ccccc3)C2)o1 (stereo unspecified)	2	5	5	x	-0.8	-1	0	4	9	4
CC(=O)c1ccc(-c2cccs2)s1	2	0	1	-6	-3.3	-3	-8	-4	0	-8
COc1cccc(/C=C2\SC(=S)N(CCCC(=O)N3CCCCC3CCO)C2=O)c1 (stereo unspecified)	0	1	1	3	1.5	2	1	-2	8	2
O=c1[nH]c(CSc2nnc(Cc3ccccc3)o2)nc2ccccc12	-2	-7	0	8	-1.6	4	-4	3	-4	7
CN(C)S(=O)(=O)Oc1cccc(C(=O)Nc2ccccc2Cl)c1	1	2	-3	3	-0.5	-4	2	0	-3	-1
COc1ccc(CNC(=O)CCSCc2ccc(C)cc2)cc1	0	6	-6	-1	0.0	-2	4	3	8	0
Cc1ccc(NC(=O)CSc2ccccn2)cc1S(=O)(=O)N1CCOCC1	2	-2	5	-15	0.0	-4	-9	10	-1	-1
COc1cc2c(cc1OC)C(c1cc3cccc(C)c3[nH]c1=O)N(C(=O)c1ccco1)CC2 (stereo unspecified)	-1	-1	1	8	-0.5	3	9	7	1	-1
CC1CCN(c2ccc3nnc(CCC(=O)Nc4cccc(F)c4)n3n2)CC1	-1	4	1	-17	0.4	2	0	-1	2	0
Cc1ccc(-n2ncc3c(=O)n(CC(=O)Nc4cccc(Cl)c4)cnc32)cc1C	-3	-3	6	-10	5.4	-1	6	2	1	4
CC1Cc2ccccc2N1C(=O)CSc1nnc(NC(=O)Cc2cccs2)s1 (stereo unspecified)	1	-9	13	x	-0.1	-1	8	0	-11	0
CCCn1c(SCC(=O)c2ccc3c(c2)NC(=O)CO3)nc2ccccc21	4	-5	4	-5	-1.9	6	-4	8	-3	1
O=C(CSc1nc(=O)n(CCCN2CCOCC2)c2c1CCCC2)Nc1ccc(F)cc1F	-3	3	-8	-1	0.2	2	6	-2	11	-3
COc1cc(/C=C2/C(=O)NN(c3ccc(Cl)cc3)C2=O)cc(Br)c1O	19	24	46*	-2	-3.2	-4	5	-1	9	0
The listing continues.
SMILES	PRMT1 inh	mABHD4 FP	rCAG RNA binder	HTRA1 inhibitor	PG9 binder	LEDGF integ inh	TDP2 absorb	TCR CD3 inh	SIAE inh	NR1D1 modulator
CN(C(=O)Cn1cc(C#N)c2ccccc21)c1ccccc1	7	-6	2	-4	-0.3	-6	-11	-10	1	-7
O=C(N/N=C/c1cccnc1)c1cccs1	2	-8	-1	4	-0.8	-5	-6	-5	-1	7
C=CCN1N=C(/C=C/c2ccc(C)cc2)CCC1=O	1	9	-4	-5	-0.9	0	-9	-5	4	5
CCc1ccc2nc(NC(=O)CN3C(=O)NC4(CCCC4)C3=O)sc2c1	-1	-4	5	-7	0.9	-3	0	-2	1	0
CSc1nsc(SCc2ccc(F)cc2)n1	-1	0	-4	-3	-0.9	-4	3	4	-2	0
O=C(O)c1ccc(N/N=C/c2ccc3ncccc3c2)cc1	8	-4	2	4	-11	-1	5	-1	-9	-6
CC(C)=CCC/C(C)=C/CNC(=O)CC1C[C@H](C(=O)N2CCCCC2)[C@@]2(C)c3[nH]c4ccccc4c3CCN2C1=O (stereo partly specified)	1	7	1	-2	-0.7	-2	8	-6	0	4
CC(NS(=O)(=O)c1ccc(Br)cc1)C(=O)NC1CCCCCC1 (stereo unspecified)	2	1	-1	2	-1.5	-4	-7	-2	3	1
